Bioassay records from PubChem.
A549 tox: A549 cytotoxicity, counter-screen for Nrf2 inhibitors; Potency, µM (highest dose often 46 µM), without a hit: at the highest dose activity change, negative = cytotoxicity, most hits filed as inhibitors; 390,000 tested, 0.16% active; A549 ARE-Fluc cells, CellTiter-Fluor viability, 18-24 h; also: % is scaled to controls: 0 for no effect and ±100 for the full control effect
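A549 ARE-Fluc cells in 5% FBS OPTI-MEM, 5000 cells/well, rested 2 h then exposed to compounds in concentration-response for 18-24 h at 37 °C. Viability by CellTiter-Fluor fluorescence (Ex 405/Em 525) after 30 min; luciferase luminescence (BugLite, 15 min, RT) read afterwards.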
TGFb inhibitor: inhibitors of TGF-b signaling; HepG2 CAGA-GFP TGF-b/SMAD3 reporter, GFP fluorescence, 18 h; TGF-beta stimulated, 500 pg/mL final; Potency, µM (series often up to 46.1 µM), for the others: at the top dose activity, negative = inhibition, usual class: inhibitors; 410,000 tested, 1.2% active; also: % is scaled to controls: 0 for no effect and ±100 for the full control effect; nearly all actives have a fitted effect of over 65% in size
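Smad-responsive CAGA-GFP expression was quantified in HEPG2 cells exposed to compounds and 500 pg/mL final TGF-beta for 18 h at 37 degrees C; unstimulated wells defined full inhibition.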
Nrf2 activator: activators of Nrf2 (ARE) signaling; 410,000 tested, 0.31% active; AREc32 ARE-luciferase reporter (MCF7-derived line), luminescence, 24 h; Potency, µM (top dose mostly 46.1 µM), inactives show at the top dose activation, hits mostly activators; also: % of control where 0% means no effect; nearly all actives have a fitted effect of over 65% in size
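Cells of the AREc32 ARE-luciferase line are plated in OPTI-MEM containing 5% FBS and left overnight at 37 deg C. Compounds are pinned in, incubation continues 24 hr, and firefly luciferase signal is then measured.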
ATXN2 expr inh: inhibitors of ATXN2 expression; Potency, µM (titrated, usually from 57 µM), for the others: top-dose activity change, negative = inhibition, actives largely listed as inhibitors; HEK-293 ATXN2-luciferase reporter, luminescence, 24 h; 360,000 tested, 0.72% active; also: % is scaled to controls: 0 for no effect and ±100 for the full control effect; nearly all actives have a fitted effect of over 55% in size
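ATXN2-luciferase reporter cells (luciferase flanked by upstream and downstream ATXN2 gene portions) were treated 24 h at 37 °C with compounds at up to 57 uM. SteadyGlo luminescence gave expression; GF-AFC fluorescence gave viability.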
HepG2 tox: counter-screen for TGF-b inhibitors: cytotoxicity in HepG2 cells; 410,000 tested, 0.76% active; Potency, µM (titrated, usually from 46.1 µM), without a hit: top-dose activity change, negative = cytotoxicity, most hits filed as cytotoxic; AID 588856; HepG2 CAGA-GFP viability, ATP luminescence, 18 h; also: some results filed as inactive show a strong effect at the top dose
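HepG2 CAGA-GFP cells (1000/well, DMEM with 1% FBS) received compound, then TGF-beta at 500 pg/mL final, and were incubated 18 hours at 37 degrees C. Viability was read by CellTiter-Glo luminescence. Media-only wells were set as complete cell-killing and DMSO as no toxicity.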
MCF10A rereplic: DNA re-replication induction in MCF 10a cells | MCF 10A DNA re-replication, Hoechst nuclear intensity, 48 h | Potency, µM (titrated, usually from 46.1 µM), for inactives: at the highest dose activity, positive = re-replication, usual class: activators | 350,000 tested, 2.9% active; also: % of control where 0% means no effect; nearly all actives have a fitted effect of over 50% in size
Nrf2 inh: inhibitors of Nrf2 signaling | A549 ARE-Fluc reporter, luciferase luminescence, 18-24 h | Potency, µM (top dose mostly 46 µM), without a hit: at the highest dose activity change, negative = inhibition, hits mostly inhibitors | 360,000 tested, 2.1% active | AID 504444; also: % is scaled to controls: 0 for no effect and ±100 for the full control effect; nearly all actives have a fitted effect of over 60% in size
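Cells were seeded and rested 2 h, then exposed to compounds for 18-24 h. CellTiter-Fluor was read first as a viability measure. BugLite was added 15 min before the final luminescent read of ARE-luciferase activity in A549 cells.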
S2 tox: cell viability loss in ATXN counter-screen; S2 cells (HEK-293 line with an ATXN2-luciferase reporter) viability, CellTiter-Fluor protease fluorescence, 24 h; Potency, µM (top dose mostly 56.7 µM), most hits filed as cytotoxic; 400,000 tested, 0.49% active; also: nearly all actives have a fitted effect of over 40% in size
EPAC2 antag: EPAC2 (human) antagonism. Q8WZA2. EPAC2 GEF exchange of Rap1B-BODIPY-GDP, fluorescence. Potency, µM (titrated, usually from 114 µM), for the others: at the highest dose activity, negative = inhibition, hits mostly inhibitors. 360,000 tested, 0.18% active. AID 720708; also: % is scaled to controls: 0 for no effect and ±100 for the full control effect; nearly all actives have a fitted effect of over 45% in size; many of its hits are not listed in these tables
Target sequence (Q8WZA2 whole entry, looked up): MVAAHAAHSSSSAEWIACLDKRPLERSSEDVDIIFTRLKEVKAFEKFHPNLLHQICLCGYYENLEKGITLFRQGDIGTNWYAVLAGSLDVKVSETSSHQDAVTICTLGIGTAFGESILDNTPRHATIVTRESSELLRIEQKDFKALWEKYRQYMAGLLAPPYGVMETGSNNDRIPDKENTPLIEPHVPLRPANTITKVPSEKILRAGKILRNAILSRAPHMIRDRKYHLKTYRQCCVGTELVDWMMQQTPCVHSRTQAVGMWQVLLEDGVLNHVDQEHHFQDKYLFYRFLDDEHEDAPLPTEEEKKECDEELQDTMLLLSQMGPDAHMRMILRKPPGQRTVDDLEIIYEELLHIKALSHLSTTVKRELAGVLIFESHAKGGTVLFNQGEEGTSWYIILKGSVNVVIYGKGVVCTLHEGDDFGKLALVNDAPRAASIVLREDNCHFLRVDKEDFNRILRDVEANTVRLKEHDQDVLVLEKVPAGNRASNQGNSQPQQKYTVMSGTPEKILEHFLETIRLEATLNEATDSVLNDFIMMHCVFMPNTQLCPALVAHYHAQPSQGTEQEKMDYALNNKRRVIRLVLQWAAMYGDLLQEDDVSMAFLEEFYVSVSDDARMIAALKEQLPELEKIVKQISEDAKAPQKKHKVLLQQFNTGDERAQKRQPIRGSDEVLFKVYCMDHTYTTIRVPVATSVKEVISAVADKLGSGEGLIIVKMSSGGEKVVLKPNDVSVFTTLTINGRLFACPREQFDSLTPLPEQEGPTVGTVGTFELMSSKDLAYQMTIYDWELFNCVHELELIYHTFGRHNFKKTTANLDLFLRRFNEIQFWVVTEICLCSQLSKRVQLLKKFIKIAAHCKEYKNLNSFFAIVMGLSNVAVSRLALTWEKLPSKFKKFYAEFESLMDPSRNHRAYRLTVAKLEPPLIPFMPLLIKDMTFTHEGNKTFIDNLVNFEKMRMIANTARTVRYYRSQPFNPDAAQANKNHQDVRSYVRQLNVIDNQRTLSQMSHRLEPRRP
The depositor's hits bear a star; i = inactive; ? = inconclusive; . = not tested or not shown; [ ] = dose if it differs, or a comment. Calls follow the shape of the dose curve; as a rule, active = well fitted curve in the direction sought with a large enough effect; inconclusive = small, poorly fitted or top-dose-only effect, or another doubt; inactive = no such curve, though single readings can be large; an effect the other way counts as inactive or inconclusive. Potency is read from the fitted curve at half-maximal effect.

1: COc1ccccc1N1CCN(C(=O)c2ccc3nc(-c4ccco4)c(-c4ccco4)nc3c2)CC1
2: O=c1/c(=C/c2ccc(O)cc2)sc2n1CCCN=2
3: COc1cc(S(=O)(=O)NC2CCCC2)c(OC)cc1Cl
4: Cc1onc(-c2ccccc2Cl)c1C(=O)NC(=S)NCc1cccnc1
5: CCCCN(CCCNC(=O)CN1N=C(c2ccc(C)cc2)CCC1=O)c1ccccc1
6: Cc1cn(CC(=O)NCc2ccc3c(c2)OCO3)c(=O)[nH]c1=O
7: N/C(=N\OC(=O)c1ccc(Cl)cc1Cl)c1ccc(Cl)cc1
8: O=C(Nc1ccc(F)c(Cl)c1)c1cc(C2CCCCN2C(=O)c2ccccc2)on1 (centres undefined)

assay / entry	1	2	3	4	5	6	7	8
A549 tox	-13.8%	-13.2%	-3.1%	4.8%	-6.7%	-6.1%	-1.2%	.
TGFb inhibitor	-8.9%	2.5%	0.0%	-9.0%	12.6µM*	1.2%	19.7%	?
Nrf2 activator	-0.1%	9.0%	0.6%	0.3%	3.6%	-0.9%	?	3.6%
ATXN2 expr inh	?	29.9%	9.7%	0.6%	.	-1.4%	49.0%[activator]	0.0%
HepG2 tox	-18.7%	-3.0%	4.2%	-10.8%	-82.3%	-2.1%	-1.3%	-17.9%
MCF10A rereplic	23.1µM*	0.4%	-14.9%	-3.3%	.	-16.8%	3.4%	.
Nrf2 inh	?	?	.	-5.2%	.	-4.4%	?	.
S2 tox	?	i	i	i	.	i	i	i
EPAC2 antag	-2.6%	-4.8%	8.2%	-9.9%	.	13.2%	-1.1%	-1.7%

9: COc1ccc(CNC(=O)C(c2cccs2)N(C(=O)c2csnn2)C2CC2)cc1 (centres undefined)
10: Cc1ccc(CN(Cc2ccc(C)o2)C(=S)NCC(=O)O)cc1
11: O=C(C1CC(=O)N(c2ccc(F)cc2)C1)N1CCN(c2ccc(F)cc2)CC1 (centres undefined)
12: COC(=O)c1c(N)sc(Cc2ccccc2)c1C
13: COc1cccc(NC(=O)Cn2cc(S(=O)(=O)Cc3ccccc3F)c3ccccc32)c1
14: O=C(O)CS(=O)(=O)CC(=O)NCc1cccc(C(F)(F)F)c1
15: C=CCN1C(C(=O)c2ccccc2)=C(OC(=O)COc2ccccc2)c2ccccc2S1(=O)=O
16: CC1SCC(=NOCc2ccccc2)CS1 (centres undefined)

assay / entry	9	10	11	12	13	14	15	16
A549 tox	-0.9%	-2.0%	0.1%	4.5%	?	-3.7%	?	2.5%
TGFb inhibitor	-1.7%	0.6%	12.4%	-1.6%	-53.1%	4.7%	0.0%	?
Nrf2 activator	0.0%	-0.5%	0.8%	0.5%	-0.5%	0.2%	0.3%	0.7%
ATXN2 expr inh	2.2%	-2.0%	-1.6%	4.2%	.	7.9%	0.0%	43.5%[activator]
HepG2 tox	-8.0%	17.8%	-34.9%	-0.1%	-13.2%	-0.7%	-24.4%	5.4%
MCF10A rereplic	249.9%[0.0737 µM]	-5.5%	0.4%	13.1%	.	-0.7%	?	5.4%
Nrf2 inh	3.5%	-11.9%	-5.6%	5.1%	?	-0.9%	?	21.1%
S2 tox	i	i	i	i	.	i	i	i
EPAC2 antag	7.8%	8.5%	-2.6%	0.9%	.	0.0%	-3.4%	2.6%

17: O=C(C1CC(=O)N(C2CCCC2)C1)N1CCN(c2cccc(Cl)c2)CC1 (centres undefined)
18: N#Cc1cccc(OC(=O)c2ccc3c(=O)n4c(nc3c2)CCC4)c1
19: CCN1CCN(c2ccc(NC(=O)c3cccc(OCc4ccccc4)c3)cc2)CC1
20: O=C(CCCCl)Oc1ccc2cc(-c3ccc4ccccc4n3)c(=O)oc2c1
21: CCOC(=O)CCSc1nc(N2CCOCC2)c2c(c1C#N)CC(C)(C)OC2
22: Cc1ccc(NC(=O)Cn2cnc3cc([N+](=O)[O-])ccc3c2=O)cc1
23: c1ccc(Cn2c(SCCN3CCOCC3)nnc2-c2cccnc2)cc1
24: CN(CCc1ccccn1)C(=O)CN(C)S(=O)(=O)c1ccc2c(c1)c(=O)n(C)c(=O)n2C

assay / entry	17	18	19	20	21	22	23	24
A549 tox	-0.8%	-1.3%	-8.8%	?	2.9%	5.5%	-1.1%	3.2%
TGFb inhibitor	?	12.2%	?	44.8%[activator]	3.4%	-11.0%	0.6%	?
Nrf2 activator	0.3%	4.1%	7.1%	3.2%	0.2%	-0.3%	-0.5%	2.4%
ATXN2 expr inh	-20.7%	-1.8%	-1.1%	.	0.3%	-13.1%	2.5%	0.2%
HepG2 tox	-20.0%	-36.2%	-47.6%	14.2%	-1.6%	18.2%	2.9%	-34.9%
MCF10A rereplic	?	7.5%	?	6.51µM*	-1.7%	0.0%	2.1%	-6.1%
Nrf2 inh	?	?	-26.8%	?	-24.1%	-6.0%	?	0.0%
S2 tox	i	i	i	.	?	i	i	i
EPAC2 antag	-1.7%	10.6%	-0.1%	-10.9%	-13.6%	-0.1%	4.9%	-2.4%

25: Cc1ccc2cc(CN(c3ccccc3C)S(=O)(=O)c3ccccc3)c(=O)[nH]c2c1
26: COc1ccccc1/C=N/NC(=O)c1ccc(N(C)S(=O)(=O)c2ccccc2)cc1
27: CC(C)[C@H](NC(=O)OC(C)(C)C)c1nnc(SCc2cccc(F)c2)o1
28: O=C(CN1C(=O)/C(=C/c2ccco2)SC1=S)Nc1ccc(O)c(C(=O)O)c1
29: Cc1cc(C)cc(NC(=O)C(OC(=O)C2=COCCO2)c2ccccc2)c1 (centres undefined)
30: O=C(c1cc(COc2ccc(F)cc2Cl)on1)N1CCC(OCc2cccnc2)CC1
31: Cn1nnnc1SCC(=O)c1c(N)n(C2CC2)c(=O)[nH]c1=O
32: CC1C(=O)N(Cc2cn(CCC3OCCCO3)nn2)CCS(=O)(=O)N1Cc1ccc(-c2ccncc2)cc1 (centres undefined)

assay / entry	25	26	27	28	29	30	31	32
A549 tox	-16.9%	-4.0%	-3.0%	-0.6%	-1.0%	-0.4%	-8.5%	.
TGFb inhibitor	-3.8%	9.6%	-16.0%	4.4%	3.9%	?	0.0%	-2.1%
Nrf2 activator	-0.8%	0.2%	-0.1%	-1.1%	0.1%	2.1%	-1.1%	2.4%
ATXN2 expr inh	3.3%	.	-3.5%	.	25.7%	-7.3%	0.1%	-3.5%
HepG2 tox	-2.1%	-28.7%	-34.8%	4.6%	-12.2%	-12.9%	-2.1%	-12.5%
MCF10A rereplic	?	-0.4%	10.6%	-16.8%	-4.1%	1.8%	3.1%	.
Nrf2 inh	0.7%	-1.8%	-10.8%	?	10.2%	2.5%	19.6%	.
S2 tox	i	i	i	i	i	i	i	i
EPAC2 antag	15.0%	-2.1%[57.1 µM]	-2.5%	4.9%	2.3%	11.5%	1.5%	7.9%

33: O=c1[nH]c(NC2CCCCC2)c([N+](=O)[O-])c(=O)[nH]1
34: COc1ccc(OC)c(NC(=O)CCC(=O)N(Cc2ccc(OC)c(OC)c2)c2nccs2)c1
35: CCC(=O)Nc1ccc(CC)cc1-c1nc2ccccc2n(Cc2ccccc2)c1=O
36: C/C(=N\NC(=O)c1ccc(N)cc1)C1CC1
37: COc1ccc(NC(=O)CN2CCN(CC(=O)Nc3ccccc3Cl)CC2)c(OC)c1
38: Cc1ccc(CNC(=O)c2ccccc2SCC(=O)NCC2CCCCC2)cc1
39: Cc1cccc(CC(=O)NCCc2csc(-c3ccc(C(F)(F)F)cc3)n2)c1
40: CCN(CC)c1ccc2nc3c4ccccc4c(=O)cc-3oc2c1

assay / entry	33	34	35	36	37	38	39	40
A549 tox	-2.1%	1.0%	3.2%	8.1%	-2.2%	-0.9%	10.7%	-11.2%
TGFb inhibitor	-5.5%	-3.3%	14.2%	0.3%	-14.3%	?	0.0%	-2.2%
Nrf2 activator	1.0%	-0.7%	0.4%	-0.6%	-0.6%	2.2%[9.22 µM]	3.8%	0.5%
ATXN2 expr inh	7.3%	-6.0%	.	2.7%	-15.9%	7.7%	.	106.8%[activator]
HepG2 tox	5.8%	7.8%	-23.2%	-9.4%	4.5%	-18.9%	-102.8%	-7.4%
MCF10A rereplic	0.0%	20.8%	.	7.3%	-4.3%	6.2%	.	-1.6%
Nrf2 inh	10.6%	12.8%	5.3%	10.6%	?	2.9%	.	?
S2 tox	i	i	.	i	i	i	.	i
EPAC2 antag	9.3%	-7.5%	.	-0.9%	9.6%	13.4%	.	0.0%

Three compounds drawn at random from the list so far:
36: C/C(=N\NC(=O)c1ccc(N)cc1)C1CC1
33: O=c1[nH]c(NC2CCCCC2)c([N+](=O)[O-])c(=O)[nH]1
34: COc1ccc(OC)c(NC(=O)CCC(=O)N(Cc2ccc(OC)c(OC)c2)c2nccs2)c1

assay / entry	36	33	34
A549 tox	8.1%	-2.1%	1.0%
TGFb inhibitor	0.3%	-5.5%	-3.3%
Nrf2 activator	-0.6%	1.0%	-0.7%
ATXN2 expr inh	2.7%	7.3%	-6.0%
HepG2 tox	-9.4%	5.8%	7.8%
MCF10A rereplic	7.3%	0.0%	20.8%
Nrf2 inh	10.6%	10.6%	12.8%
S2 tox	i	i	i
EPAC2 antag	-0.9%	9.3%	-7.5%

Continued:
41: c1ccc(N2CCN(c3c4c(nc5ncnn35)CCC4)CC2)cc1
42: Cc1ccc(-n2c(C)cc(=O)cc2C)cc1[N+](=O)[O-]
43: O=C(Nc1ccc2nc(-c3ccco3)c(-c3ccco3)nc2c1)N1CCCC1
44: Cc1ccc(N(C(C)C(=O)O)S(=O)(=O)c2c(C)n[nH]c2C)cc1 (centres undefined)

assay / entry	41	42	43	44
A549 tox	-13.6%	-2.8%	16.1%	-5.5%
TGFb inhibitor	20.8%	-1.9%	?	14.3%
Nrf2 activator	0.0%	2.7%	.	-1.1%
ATXN2 expr inh	-6.5%	9.5%	.	6.0%
HepG2 tox	-4.5%	2.1%	-2.2%	-17.2%
MCF10A rereplic	2.2%	8.1%	.	-4.7%
Nrf2 inh	11.6µM*	?	-12.8%	-4.4%
S2 tox	i	i	.	i
EPAC2 antag	9.1%	0.3%	.	-1.3%

An excerpt. The share of hits here may be higher or lower than overall.
